Source: PubChem (several laboratories)
PGE2 EP2 inh = inhibitors of human EP2 prostaglandin E2 receptor | P43116 | C6 glioma cells expressing human EP2, cAMP TR-FRET; cells stimulated with saturating PGE2 | inhibition, % at 25 µM | 260,000 tested, 0.52% active | AID 1422;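 active = percent inhibition above 40 after rounding to a whole number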;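 also: rat C6 glioma host cells with rolipram phosphodiesterase inhibitor present; the protocol text gives 20 µM as final concentration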
Furin inh = blocks human furin protease activity | P09958 | inhibition, % at 30 µM | AID 463115 | purified furin, fluorogenic substrate cleavage | 220,000 tested, 0.061% active; in the data active = inhibition above about 25%; also: inactives centre near -15
Target sequence (P09958 108-714 limits assumed): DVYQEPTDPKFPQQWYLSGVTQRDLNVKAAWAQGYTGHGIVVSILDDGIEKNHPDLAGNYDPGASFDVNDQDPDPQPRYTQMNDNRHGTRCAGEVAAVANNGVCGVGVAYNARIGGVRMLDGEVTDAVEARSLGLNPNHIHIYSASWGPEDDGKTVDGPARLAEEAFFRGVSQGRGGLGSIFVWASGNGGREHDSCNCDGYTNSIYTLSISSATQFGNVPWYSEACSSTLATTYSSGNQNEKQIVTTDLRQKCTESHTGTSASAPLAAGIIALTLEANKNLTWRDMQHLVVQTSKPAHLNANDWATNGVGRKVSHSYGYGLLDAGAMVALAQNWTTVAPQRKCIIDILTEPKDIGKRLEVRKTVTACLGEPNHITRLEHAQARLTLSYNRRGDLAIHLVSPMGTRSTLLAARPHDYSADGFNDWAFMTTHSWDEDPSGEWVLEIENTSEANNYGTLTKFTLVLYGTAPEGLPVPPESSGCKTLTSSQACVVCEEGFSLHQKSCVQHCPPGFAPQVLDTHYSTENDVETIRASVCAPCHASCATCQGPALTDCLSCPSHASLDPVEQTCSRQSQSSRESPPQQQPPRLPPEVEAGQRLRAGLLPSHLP
NCF1 inh = inhibitors of human p47phox binding. p47phox/p22phox peptide binding, fluorescence polarization, 2 h. inhibition, % at 24.7 µM. 220,000 tested, 0.53% active. AID 1274;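 active = inhibition above about 30%, limit read from the data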;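 also: 0% = p47phox with labelled peptide and 100% = labelled peptide alone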
Ba/F3 V617F tox = lowers viability of Ba/F3 cells expressing EpoR and JAK2V617F. ATP luminescence. 220,000 tested, 1.1% active. inhibition, % at 5.6 µM. AID 1446;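 active = inhibition above the campaign mean plus 3 SD over all tested compounds, cut at about 24% in these data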;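 also: cytokine-independent growth of Ba/F3 cells driven by EpoR plus mutant JAK2; 0% = DMSO-treated cells and 100% = JAK inhibitor I control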
p97 ATPase inh = human p97 ATPase inhibition. recombinant p97 ATPase, Kinase-Glo ATP luminescence, 3 h. inhibition, % at 8 µM. 220,000 tested, 0.42% active; in the data active = inhibition above about 15%;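 also: 0% = DMSO vehicle and 100% = wells lacking enzyme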
RBBP9 inh = human RBBP9 hydrolase inhibition; 220,000 tested, 0.2% active; O75884; recombinant RBBP9, FP-Rh probe fluorescence polarization; AID 1515; inhibition, % at 7.94 µM;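 active = inhibition above the campaign mean of all tested compounds plus 3 SD, cut at about 14% in these data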;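 also: plate controls were DMSO wells with RBBP9 for no effect and wells lacking RBBP9 protein for full effect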
Target sequence (O75884 whole entry, looked up): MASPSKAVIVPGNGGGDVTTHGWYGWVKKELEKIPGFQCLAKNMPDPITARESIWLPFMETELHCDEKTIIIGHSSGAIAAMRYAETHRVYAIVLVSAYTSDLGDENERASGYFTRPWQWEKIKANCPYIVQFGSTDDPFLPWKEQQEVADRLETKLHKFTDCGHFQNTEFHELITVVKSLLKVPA
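System: RBBP9 protein / Buffer or medium: Tris/NaCl buffer pH 8.0 with 0.1% Pluronic / Probe or stimulus: Serine-hydrolase probe FP-Rh, 375 nM pre-mixing / Dosing: 7.94 µM single dose, 0.794% DMSO / Times: enzyme-compound preincubation 30 min, then probe labeling 45 min, 25 °C / Technique: fluorescence polarization (mP), excitation 525 nm, emission 598 nm / Replication: singlicate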
BaF3 parental = parental Ba/F3 viability inhibition as JAK2V617F counter-screen. inhibition, % at 5.6 µM. AID 1486. CellTiter-Glo ATP luminescence. 220,000 tested, 1.1% active;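 active = inhibition above a per-campaign cutoff, the mean inhibition of all tested compounds plus 3 SD, cut at about 27% in these data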;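 also: 0% = DMSO wells and 100% = JAK Inhibitor I control wells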
PPC-1+TRAIL kill = PPC-1 cancer cell killing with TRAIL present; PPC-1 cells + TRAIL, ATPLite viability luminescence; 220,000 tested, 0.41% active; cell killing (% activity), % at 4 µM;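 active = cell killing above 50% in the first pass at 4 µM, then a duplicate retest at 5 µM averaging 50% or more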;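 also: plate controls were cells with TRAIL plus DMSO for no effect and medium-only wells lacking cells for full effect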
Tb hexokinase = blocks Trypanosoma brucei hexokinase 1 activity. recombinant TbHK1, G6PDH-coupled NADH A340. inhibition, % at 10 µM. 220,000 tested, 0.11% active. AID 1430;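 active = inhibition of 50% or more in the single-dose primary screen; inactive = inhibition below 50%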
Numbers without * were called inactive; · = not tested or not shown; & = joins results of further samples; [ ] = remark or other dose.

SMILES | PGE2 EP2 inh | Furin inh | NCF1 inh | Ba/F3 V617F tox | p97 ATPase inh | RBBP9 inh | BaF3 parental | PPC-1+TRAIL kill | Tb hexokinase
Cc1ccc(-c2c(C(=O)Nc3ccccc3C)c(C)[nH]c(=S)c2C#N)o1 | 14 | -23 | -6 | 1 | 3 | -6 | 8 | 15 | -17
O=C(COc1ncnc2cc([N+](=O)[O-])ccc12)NC(=O)NC1CCCCC1 | 12 | -14 | -9 | 4 | 0 | -8 | 13 | 12 | -11
CCOCC(=O)Nc1nc(C)cc(C)n1 | 10 | -4 | -18 | -2 | 5 | 7 | 5 | 16 | 3
O=C(O)c1ccc(N2C(=O)c3cccc4c(C(=O)O)ccc(c34)C2=O)cc1 | 6 | 3 | -14 | -3 | 7 | -2 | -2 | -9 | -6
Cc1ccc(/C=C2/Sc3ccccc3N(CC(=O)NCCCOC(C)C)C2=O)cc1 | 3 | -9 | -11 | 0 | -8 | -3 | 3 | 22 | -22
CCC1CCC(C(=O)NNC(=O)OC)CC1 (stereo not given) | 13 | -31 | -7 | -2 | 2 | -4 | 2 | -26 | -1
CCOCCOCCC(C(=O)OCC)P(=O)(c1ccccc1)c1ccccc1 (stereo not given) | 9 | -7[20 µM] | 13 | 1 | -7 | -7 | 5 | 18 | -4
O=C(Cc1ccsc1)N1CCc2c([nH]c3ccccc23)C1c1ccccn1 (stereo not given) | 2 | -10 | -6 | 1 | 1 | 0 | 6 | -1 | -7
CCN(CCCNC(=O)C1CCN(S(=O)(=O)c2cccc3nonc23)CC1)Cc1ccccc1 | 11 | -17 | -13 | -2 | -5 | -2 | 4 | 1 | 1
COc1ccc2c(-c3ccccc3)cc(SCC(=O)N(C)C3CCS(=O)(=O)C3)nc2c1 (stereo not given) | 5 | 4 | -10 | 7 | -6 | -6 | 9 | 30 | -16
Cc1cc(C)n2c(SCC(=O)Nc3ccc(Cl)cn3)nnc2n1 | 10 | -21 | -19 | -4 | -3 | -4 | -1 | 12 | 3
O=C(/C=C\c1ccco1)c1ccc(NC(=O)c2ccco2)cc1 | 10 | -26 | -20 | 1 | 13 | -12 | 3 | -3 | -14
CSc1ccc(S(=O)(=O)NCc2ccccc2)cc1 | 6 | -18[20 µM] | 2 | 0 | 0 | -5 | 6 | 14 | 4
O=[N+]([O-])c1ccc(Cl)c(/C=N/N2CCN(c3ccccc3)CC2)c1 | 8 | -24[20 µM] | -1 | -1 | 0 | -3 | 4 | 16 | -10
CCn1c(NC2CCCCC2)nc2ccccc21 | 12 | -16[20 µM] | -11 | 5 | -1 | 0 | 7 | 11 | 5
C=CC(COCc1ccccc1)N(Cc1ccccc1)S(=O)(=O)c1ccccc1Br (stereo not given) | 7 | -15 | -9 | · | · | · | · | 29 | -1
O=c1cc(CO)[nH]cc1OCc1ccccc1 | 5 | -13 | -5 | 0 | 0 | -3 | 0 | -2 | -16
Cc1c(Cl)cccc1N1C(=O)CC(N(O)c2ccccc2)C1=O (stereo not given) | 8 | -15 | -5 | -2 | 5 | 5 | 5 | 9 | -4
Cn1cc(S(=O)(=O)CC(=O)N2CCCc3ccccc32)c2ccccc21 | 8 | -17 | 3 | -3 | 2 | -7 | 6 | 37 | 5
COc1ccccc1NC(=O)c1cc(Br)ccc1Cl | 7 | -26 | -9 | -2 | 7 | -5 | 8 | -16 | 1
CCC(C)c1ccc(O)c(NC(=O)c2cccnc2)c1 (stereo not given) | 14 | -19 | -9 | 2 | 1 | -9 | 3 | 4 | -1
O=C(NC(=S)Nn1cnc2c(cnn2-c2ccccc2)c1=O)c1ccccc1 | 6 | -27 | -25 | -2 | 4 | -12 | 5 | -1 | 0
Cc1ccc2c(O)c(C)c(=O)[nH]c2n1 | 6 | -16 | -9 | -3 | 6 | -3 | 3 | 29 | -11
Nc1ccc2nc[nH]c2c1 | 9 | -25 | 3 | 1 | -2 | -12 | 0 | 16 | 0
Cc1cc(CCCCCCCCc2cc(C)cc(=O)o2)oc(=O)c1 | 3 | -3 | -3 | -2 | -4 | 0 | 4 | 0 | 0

(list continues)
SMILES | PGE2 EP2 inh | Furin inh | NCF1 inh | Ba/F3 V617F tox | p97 ATPase inh | RBBP9 inh | BaF3 parental | PPC-1+TRAIL kill | Tb hexokinase
COc1ccc2nc(/N=C/c3c(C)[nH]n(-c4ccc(C)cc4C)c3=O)sc2c1 | 5 | -3 | 6 | -2 | 5 | 4 | 5 | 10 | -7
Cc1ccc2[nH]c(=O)c(C(c3nnnn3C3CCCC3)N(Cc3cccnc3)Cc3ccco3)cc2c1 (stereo not given) | 15 | -17 | -24 | 4 | 2 | -5 | 6 | -20 | -11
O=C(Cn1nnc2ccccc2c1=O)N1CCOCC1 | 2 | -27 | -3 | 1 | 5 | -3 | 6 | 22 | -4
C=CCN1C(=O)C2(NNc3ccccc3O2)c2ccccc21 (stereo not given) | 15 | -1[20 µM] | -42 | -5 | 3 | -6 | 3 | -10 | -2
CC1N=C(N)C(c2nc3ccccc3n2C)=C1O (stereo not given) | 2 | -13 | · | -2 | 4 | 2 | 1 | 11 | -3
COc1ccc(C(CNC(=O)COc2ccc(Br)cc2F)N2CCCC2)cc1 (stereo not given) | 10 | -19 | -7 | 1 | 0 | -4 | 0 | 5 | 2
COc1ccc(N2CCN(C(=O)CCCSc3nc4ccccc4[nH]3)CC2)cc1 | 15 | -17[20 µM] | -13 | -2 | 1 | -10 | 2 | 2 | 0
CCOC(=O)c1c(CSc2ccsc2)n(C)c2cc(Br)c(O)c(CN(C)C)c12 | 11 | -1 | -10 | 6 | -11 | -9 | 1 | 4 | -19
Cc1ccc(C)c2sc(NC(=O)c3ccc(N4C(=O)CCC4=O)cc3)nc12 | 22 | -10 | -5 | -4 | 5 | -4 | 6 | 9 | -5
CC1(C)CC(=O)C2=C(C1)OC(N)=C(C#N)C2CCc1ccccc1 (stereo not given) | 9 | -12[20 µM] | -12 | -2 | 0 | 9 | -1 | 16 | 1
CCOc1ccccc1N1CCN(CC(=O)Nc2nnc(CC)s2)CC1 | 10&10 | -19[20 µM] | -8 | 3 | -6 | -6 | 6 | 20 | 0
O=S1(=O)N=C2CCCCCN2C(c2ccccc2)N1 (stereo not given) | 5 | -24 | 2 | 4 | -1 | -9 | 11 | 6 | -1
Cn1c(=O)c2c(nc(NCC3CCCO3)n2Cc2cccc(Br)c2)n(C)c1=O (stereo not given) | 11 | -9[20 µM] | -12 | -3 | 8 | -9 | 8 | 1 | 2
Cc1ccc(CNC(=O)c2cc3c(C)nc4ccccc4c3o2)cc1 | 11 | -6 | 9 | 6 | -7 | -6 | 12 | 1 | 10
Nc1nc(COc2ccc(Cl)cc2)cs1 | 8 | -24 | -8 | 1 | 0 | -9 | 2 | -4 | 1
CS(=O)(=O)N1CCN(c2ccccc2NC(=O)c2cccs2)CC1 | 8 | 0[20 µM] | -6 | -3 | 4 | -1 | 0 | 19 | -5
O=C(Nc1cccc(-c2csc(-c3ccccc3)n2)c1)c1cccs1 | 14 | -16[20 µM] | -20 | -3 | 4 | -40 | 1 | 4 | -21
Cn1c(C(=O)NCCCN2CCc3ccccc3C2)cc2c(=O)n(C)c3ccccc3c21 | 8 | -12 | -10 | 3 | 0 | -8 | 9 | 3 | -14
Cc1cc(C(=O)NC2CCCCC2)on1 | 7 | -20 | -20 | -3 | 5 | -7 | -3 | -11 | -5
Nc1nc(CC(=O)CSc2ccc(Cl)cc2)nc(Nc2ccc(F)cc2)n1 | 4 | 6 | 5 | -2 | 2 | -8 | 2 | 14 | 0
O=S(=O)(NCCc1ccncc1)c1cc(Br)ccc1F | 6 | -16[20 µM] | -6 | 4 | 1 | -8 | 2 | 0 | 0
COc1cc(OC)cc(-c2cc(N3C(=O)Nc4ccccc4N3O)n[nH]2)c1 | 9 | -28 | 3 | 0 | 2 | -4 | 5 | -5 | -2
c1ccc2c(c1)ncn2-c1ncnc2sc3c(c12)CCCC3 | 4 | -13[20 µM] | -12 | 5 | 4 | -8 | 6 | -20 | 3
COc1cccc(-c2csc(N3CCN(C(=S)Nc4ccc(Cl)cc4)CC3)n2)c1 | 10 | -4[20 µM] | -69 | 38* | 0 | -5 | 38* | 18 | -6
O=C(NNC(=O)c1ccc(F)cc1F)c1ccc2c(c1)OCO2 | 4 | -30 | 0 | -3 | 6 | -8 | 0 | 10 | -3

A draw from above in order of count of non-hydrogen atoms, smallest number first:
SMILES | PGE2 EP2 inh | Furin inh | NCF1 inh | Ba/F3 V617F tox | p97 ATPase inh | RBBP9 inh | BaF3 parental | PPC-1+TRAIL kill | Tb hexokinase
Cc1cc(C(=O)NC2CCCCC2)on1 | 7 | -20 | -20 | -3 | 5 | -7 | -3 | -11 | -5
CC1N=C(N)C(c2nc3ccccc3n2C)=C1O (stereo not given) | 2 | -13 | · | -2 | 4 | 2 | 1 | 11 | -3
CC1(C)CC(=O)C2=C(C1)OC(N)=C(C#N)C2CCc1ccccc1 (stereo not given) | 9 | -12[20 µM] | -12 | -2 | 0 | 9 | -1 | 16 | 1
Nc1nc(CC(=O)CSc2ccc(Cl)cc2)nc(Nc2ccc(F)cc2)n1 | 4 | 6 | 5 | -2 | 2 | -8 | 2 | 14 | 0

(list continues)
SMILES | PGE2 EP2 inh | Furin inh | NCF1 inh | Ba/F3 V617F tox | p97 ATPase inh | RBBP9 inh | BaF3 parental | PPC-1+TRAIL kill | Tb hexokinase
CC(C)Sc1nc2c(cnn2-c2ccccc2)c(=O)[nH]1 | 8 | -23 | -12 | 1 | 3 | 1 | 4 | 20 | -6
N/C(Cn1cncn1)=N\OC(=O)c1ccc(Cl)cc1 | 3 | -29 | -6 | 1 | 3 | 2 | 4 | 0 | 3
O=C(CCCn1cc([N+](=O)[O-])cn1)N1CCCCC1 | 5 | -33 | -12 | -1 | 5 | -1 | 3 | 11 | -1
Cc1ccc(S(=O)(=O)O/N=C2/CCCc3occc32)cc1 | 12 | -10[20 µM] | 0 | 2 | 1 | 1 | 10 | 2 | 1
CC(C)CN1CCN(Cc2cc(F)ccc2-n2cccn2)CC1CCO (stereo not given) | 2 | -19 | -9 | 0 | -2 | -1 | 4 | 6 | -4
Cc1cc(NC(=O)CN2C(=O)C3CC=CCC3C2=O)no1 (stereo not given) | 7 | -17 | -23 | 0 | 1 | -4 | 11 | -8 | 1
Nc1nc(NCC2CCCO2)nc(Nc2cccc(F)c2)c1[N+](=O)[O-] (stereo not given) | 11 | -27 | -6 | -1 | 4 | -4 | 1 | -3 | -5
CCN(C(=O)Nc1ccccc1)c1ccccc1 | 12 | -18 | -10 | -4 | 4 | -10 | -1 | 44 | -2
CC(=O)OC(C(=O)NCCc1ccccc1)c1cccnc1 (stereo not given) | 8&7 | -19 | -5 | 1 | 0 | 0 | 3 | -19 | 1
O=C(NCc1cccs1)C1CC(c2ccc(Cl)c(Cl)c2)=NO1 (stereo not given) | 9&12 | -30 | -1 | -4 | 2 | -4 | 5 | 8 | -2
Cc1ccc(N2/C(=N/c3nc(C)cc(C)n3)NC(=O)CC2C(=O)O)cc1 (stereo not given) | 1 | -7[20 µM] | 9 | 4 | -4 | -5 | 6 | -5 | 2
O=C1/C(=C/c2ccncc2)CCc2ccccc21 | 2 | -18 | 19 | 4 | -1 | -4 | 5 | 20 | -3
COc1ccccc1C/C(N)=N/OC(=O)c1ccc2c(c1)OCO2 | 17 | -18 | -1 | 3 | 1 | 0 | 1 | 16 | -3
CCOCCCNC(=S)N1CCCN(c2nc3cc(C)cc(C)c3cc2C#N)CC1 | 3 | -15 | -11 | 0 | -3 | -10 | 5 | 8 | -7
O=C(O)Cc1sc(Nc2ccc(Cl)cc2)nc1-c1cccs1 | 4 | -2 | -101 | 4 | -5 | -28 | 5 | 7 | 3

This is a subset; rates above refer to the full screens.
